PvdQ inh = blocks Pseudomonas aeruginosa PvdQ acylase activity | purified PvdQ acylase, fluorescence plate reader | inhibition, % at 10 µM | hit rate 0.063% among 340,000 | AID 488965; in the data active means inhibition above about 30%, passing the limit was not always enough;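 further: 0% = vehicle neutral wells and 100% = reference inhibitor wells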
Arrestin-AP2 inh = inhibitors of human beta-arrestin and AP2 interaction. hit rate 0.31% among 340,000. FITC-arrestin peptide / GST-AP2 beads, flow cytometry; AP2 beta2 appendage carries R879A mutation. AID 504490. inhibition, % at 10 µM;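 active means inhibition above a set limit, near 3 SD of compounds lacking own fluorescence, cut at about 54% in these data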;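 further: plate controls were DMSO wells for no effect and 5 µM unlabelled arrestin peptide for full effect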
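System: GST-AP2 R879A glutathione beads; medium: PBS, Tween 20 0.05%, BSA 0.1%; reagent: fluorescein-tagged arrestin peptide at 50 nM final; schedule: pre-incubation 12 min, peptide binding 1 h, room temperature; detection: flow cytometry, FL1 (488/535 nm); read-out: inhibition as reduced fluorescein signal on beads, percent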
C-LANA FP = blocks KSHV LANA C-terminal domain binding to DNA | hit rate 0.078% among 340,000 | MBP-C-LANA/FAM-LBS DNA binding, fluorescence polarization | inhibition, % at 9 µM;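 active means highest replicate inhibition at or above 60% at 9 µM, even if other replicates fall short; inactive means all replicates below 60% inhibition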;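 further: 0% = neutral control wells and 100% = 4 µM acridine orange control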
SR-BI DiI inh = mouse SR-BI HDL lipid transfer inhibition | Q61009 | ldlA[mSR-BI] CHO cells, DiI-HDL uptake fluorescence, 3 h | inhibition, % at 12.5 µM | hit rate 0.96% among 320,000;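 active means mean replicate inhibition of at least 70% and a set share of replicates each scoring 70 or more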;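 further: 0% = median of neutral control wells and 100% = median of positive control wells; values of inactives mirror those of a sister screen read the other way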
RTF Ca sens inh = cardiac RTF calcium desensitization. hit rate 0.12% among 340,000. AID 493244. IANBD-labeled cardiac RTF, Ca2+ fluorescence. inhibition, % at 7.15 µM;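 active means inhibition above the mean inhibition of all tested compounds plus 3 SD, cut at about 17% in these data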;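 further: assay run at fixed EC70 calcium of 1.6 mM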
NSD2 HMT inh = blocks human histone methyltransferase NSD2; AID 743445; NSD2 peptide methylation, AlphaScreen, 120 min; inhibition, % at 12.5 µM; hit rate 0.54% among 310,000; in the data active means inhibition above about 50%
DAGLB inhibitor = diacylglycerol lipase beta (human) inhibition | Q8NCG7 | HEK293T DAGLB membrane lysate, EnzChek fluorogenic substrate | inhibition, % at 5.17 µM | hit rate 0.059% among 340,000 | AID 504411; in the data active means inhibition above about 34%;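 further: 0% = enzyme with vehicle and 100% = wells lacking enzyme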
Target sequence (Q8NCG7 whole entry, looked up): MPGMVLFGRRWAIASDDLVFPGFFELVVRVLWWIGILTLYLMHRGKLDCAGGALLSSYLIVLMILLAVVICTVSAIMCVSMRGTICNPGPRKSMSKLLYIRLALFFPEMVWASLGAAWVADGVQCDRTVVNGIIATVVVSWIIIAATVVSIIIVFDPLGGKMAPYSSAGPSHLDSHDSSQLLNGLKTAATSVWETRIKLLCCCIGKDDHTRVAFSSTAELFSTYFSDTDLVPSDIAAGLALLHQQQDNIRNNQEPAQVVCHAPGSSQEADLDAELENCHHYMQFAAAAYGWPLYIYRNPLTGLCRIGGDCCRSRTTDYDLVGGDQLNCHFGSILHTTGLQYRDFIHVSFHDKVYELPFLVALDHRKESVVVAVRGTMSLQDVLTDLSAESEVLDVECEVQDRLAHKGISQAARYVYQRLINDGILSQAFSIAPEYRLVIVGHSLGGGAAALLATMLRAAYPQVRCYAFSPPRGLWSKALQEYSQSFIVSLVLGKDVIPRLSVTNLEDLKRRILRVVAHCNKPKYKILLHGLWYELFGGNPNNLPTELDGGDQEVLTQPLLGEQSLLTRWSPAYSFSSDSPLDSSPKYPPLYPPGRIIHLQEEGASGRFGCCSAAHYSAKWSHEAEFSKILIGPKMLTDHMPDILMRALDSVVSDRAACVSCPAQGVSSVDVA
Keap1-Nrf2 PPI = inhibitors of human Keap1-Nrf2 protein-protein interaction | Q14145 | Keap1 Kelch-Nrf2 peptide fluorescence polarization, 1536-well | inhibition, % at 9.4 µM | hit rate 0.15% among 340,000 | AID 504523; in the data active means inhibition above about 12%;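 further: human Keap1 Kelch domain with fluorescein labeled Nrf2 9mer peptide probe; 0% = neutral control wells and 100% = peptide positive control; higher means more block of Keap1 binding to Nrf2 peptide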
SR-BI DiI-HDL act = enhances SR-BI lipid uptake from DiI-HDL | activation, % at 12.5 µM | CHO ldlA[mSR-BI] cells, DiI-HDL uptake fluorescence, 3 h; 100 = double the neutral-control signal | hit rate 0.096% among 320,000;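 active means mean replicate activation of at least 60% and every replicate at or above 60%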;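 further: 0% = median plate neutral-control signal and 100% = twice that signal; values of inactives mirror those of a sister screen read the other way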
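System: CHO ldlA[mSR-BI] cells / Medium: HEPES-buffered (25 mM, pH 7.4) F12 plus 0.5% BSA / Probe or stimulus: labelled HDL, 10 µg/mL / Doses: single compound concentration, delivered by pin transfer / Schedule: 3 h, 37 °C / Measured by: DiI fluorescence, bottom read / Measure: cell-associated DiI fluorescence as measure of HDL uptake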
PKA-R2B activ = activates the human PKA-R2B holoenzyme complex. PKA-R2B holoenzyme dissociation, Cy5-IP20 fluorescence polarization; R2B truncated from residue 108, S112A mutant; 0% DMSO only, 100% 113 µM cGMP. activation, % at 11.4 µM. hit rate 0.079% among 340,000. AID 504700;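 active means activation above a cutoff set at the mean over all compounds plus 3 SD, cut at about 18% in these data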;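 further: higher means more holoenzyme dissociation and a rise in polarization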
The depositor's hits bear a star; . = not tested or not shown.

no.	smiles	RTF Ca sens inh	PvdQ inh	DAGLB inhibitor	Keap1-Nrf2 PPI	NSD2 HMT inh	SR-BI DiI inh	C-LANA FP	Arrestin-AP2 inh	SR-BI DiI-HDL act	PKA-R2B activ
1	Cc1ccc(-n2c(C)cc(C(=O)OCC(=O)N(C)C3CCS(=O)(=O)C3)c2C)cc1 (configuration not stated)	-4	1	-2	2	6	8	0.1	17	-8	1
2	O=C(CSC(=S)N1CCCC1)NCC(=O)Nc1ccc(F)c(F)c1	1	5	-2	1	0	-8	.	10	8	-6
3	CC(=O)c1sc2nsc(SCCN3CCCCC3)c2c1N	.	-12	.	6	-3	-19	1.6	-12	19	.
4	COc1ccc(C(C(=O)NC(C)(C)C)N(Cc2ccc(C)cc2)C(=O)CCC(=O)Nc2cc(C)on2)cc1 (configuration not stated)	-11	-11	1	-2	0	-18	0.0	.	18	-3
5	COc1ccc(C(CNC(=O)c2cccc(Br)c2)N2CCCC2)cc1 (configuration not stated)	-1	-4	1	0	0	13	-2.5	7	-13	8
6	COc1cc(C(C)=O)ccc1OCC(=O)Nc1cc(S(=O)(=O)N2CCOCC2)ccc1N1CCCC1	-6	-10	2	-5	-2	3	-0.2	27	-3	10
7	COCCN1Cc2cccc(C(=O)NCCCN3CCCC3=O)c2C1=O	0	2	1	-3	-1	-4	-1.6	19	4	8
8	CC1CN(C(=O)c2ccccc2Sc2ccccc2C#N)CC(C)O1 (configuration not stated)	-2	-16	0	-2	0	-10	2.0	-3	10	8
9	CN(Cc1cn(C)nc1-c1ccc(Oc2ccccc2)cc1)C1CCOC1 (configuration not stated)	-1	5	-2	2	-1	-8	0.9	31	8	1
10	O=C(c1cnc(N2CCN(c3ncccn3)CC2)c2ccccc12)N1CCN(c2ncccn2)CC1	-10	-11	2	-1	0	42	0.8	-4	-42	4
11	Cn1c(=O)cc(N2CCOCC2)[nH]c1=O	-4	-11	5	2	.	9	1.0	0	-9	-3
12	O=C1C2C3CCC(C3)C2C(=O)N1Cc1ccco1 (configuration not stated)	-1	-7	0	-2	0	1	2.0	-6	-1	2
13	CCNC(=O)CC1C(=O)N(c2ccccc2)C(=O)N1CCOC (configuration not stated)	-10	-17	-3	-2	-2	-22	1.6	8	22	-7
14	CC(C)Nc1nc(NC(N)=S)nc(NC(C)C)n1	-14	22	-1	-2	-1	-9	-1.3	-12	9	2
15	O=C(c1nnc(Cc2ccc(Cl)cc2)o1)N1CCc2ccccc2C1	-2	-9	1	-2	.	8	-1.6	1	-8	0
16	Cc1cccc(NC(=O)C2CCN(S(=O)(=O)c3ccc4c(c3)OCCCO4)CC2)n1	-8	-13	0	-8	4	-4	0.6	-1	4	-4
17	Cn1ncc(N=Cc2ccccc2O)c1C(=O)N1CCOCC1	10	-13	1	-9	-2	8	0.6	0	-8	10
18	CC1(C)Cc2c(sc(NC(=O)c3ccc(S(=O)(=O)N4CCCCCC4)cc3)c2C(N)=O)C(C)(C)N1	-2	-16	1	1	-2	0	0.1	-3	0	-6
19	CCOc1ccc(CCNC(=O)C2CCCN2C(=O)OCc2ccccc2)cc1OCC (configuration not stated)	12	9	-1	-2	.	19	-1.3	6	-19	-9
20	CCCCNC(=O)c1cn(CC)c2ccc(S(=O)(=O)N3CCCC3)cc2c1=O	5	10	-1	2	-5	11	-0.1	9	-11	5
21	Oc1ccc(Br)cc1-c1cc(-c2ccccc2Cl)[nH]n1	6	-6	-6	4	.	57	1.5	3	-57	4
22	CNCc1ccccc1OCc1ccc(F)cc1	6	-5	1	-1	60*	-23	-1.3	4	23	-8
23	Cc1cc(C)c2c(-n3cccc3)nn(CC#N)c2n1	-1	-13	-4	1	5	-27	-0.7	1	27	-4
24	CC(C)(C)c1ccc(Cn2c(=O)cnc3ccccc32)cc1	-10	-15	-5	-2	-5	8	-1.4	-1	-8	-3
25	CCS(=O)(=O)Nc1ccc(-c2nnc(SCC(=O)c3ccc(NC(C)=O)c(OC)c3)o2)cc1	6	1	1	4	-1	-3	-1.4	14	3	-6
26	CC1CCc2c(sc3ncnc(SCC(=O)c4ccccc4)c23)C1 (configuration not stated)	-3	-8	-3	0	.	20	-3.1	-4	-20	-2
27	CCN(CC)S(=O)(=O)c1ccc(C)c(NC(=S)N2CCN(c3ccccn3)CC2)c1	-6	-9	1	2	-4	.	0.9	-2	.	-8
28	Cc1cc(C(=O)N2CCCC(Nc3ccc(F)cc3)C2)n(C)n1 (configuration not stated)	7	3	-5	1	12	-6	-0.3	34	6	1
29	O=C1CC(SC2=NCCS2)C(=O)N1c1ccc(Cl)cc1 (configuration not stated)	-8	-17	1	1	-2	0	0.6	-6	0	7
30	Cn1nc(C(F)(F)F)cc1C(=O)NC1CCCCCC1	-8	-18	-3	-7	1	-10	0.9	6	10	4
31	CN1C(=O)/C(=C/c2ccccc2Cl)Sc2ccc(C(=O)N3CCCC3)cc21	5	11	-1	-2	-2	-10	0.5	27	10	0
32	Clc1ccc(OCc2nc(-c3ccccn3)n[nH]2)cc1	-2	-7	-5	-4	-2	-4	1.1	6	4	4
33	O=C(COc1ccc(Cl)c(Cl)c1)NN1C(=O)C2C(C1=O)C1C=CC2C12CC2 (configuration not stated)	-4	-5	1	-2	-2	13	-0.5	3	-13	1
34	CC(C)(C)OC(=O)C[C@@H]1C/C=C\C[C@@H](CC(=O)NCCO)C(=O)NC[C@H](c2ccccc2)OC1=O	-10	-3	-4	-1	.	-16	1.2	28	16	2
35	Cc1ccc(C(c2sc3ncnn3c2O)N2CC(C)CC(C)C2)cc1 (configuration not stated)	-15	-40	2	2	.	-11	-2.4	12	11	5
36	CCOc1ccc(N2CC(C(=O)N3CCc4ccccc43)CC2=O)cc1 (configuration not stated)	-12	8	-2	-1	-1	.	-0.1	23	.	7
37	Cc1cccc(N2CCN(C(=O)c3ccc(CS(=O)Cc4cccc(Cl)c4)o3)CC2)c1C (configuration not stated)	3	-7	2	-6	14	12	-0.1	-3	-12	-9
38	COc1cccc2cc(C(=O)N3CCc4ccccc43)c(=O)oc12	4	5	1	-1	4	36	-0.3	16	-36	-5
39	CCOC(=O)c1sc(SC)nc1N	-4	-6	0	2	-2	-12	0.7	7	12	0
40	NC(=O)CC(NC(=O)Cc1cccc2ccccc12)c1ccc(N2CCN(c3ccccc3)CC2)c([N+](=O)[O-])c1 (configuration not stated)	5	-12	10	-4	.	-2	0.2	8	2	-18
41	CC(C)=CCN1CCN(Cc2nc(-c3ccccc3)cs2)CC1CCO (configuration not stated)	-6	-11	0	0	-1	.	-0.6	10	.	3
42	COC(=O)c1cc(S(=O)(=O)N2c3ccccc3CC2C)cn1C (configuration not stated)	-6	-13	-1	0	-5	5	-0.5	-9	-5	6
43	O=C(C1CC(=O)N(C2CCCC2)C1)N1CCN(c2ccc(F)cc2)CC1 (configuration not stated)	-3	2	0	2	.	-24	-1.1	0	24	0
44	CC(=O)Nc1ccc(NC(=O)Nc2cccc3ccccc23)cc1	-1	6	-2	-4	1	11	-0.1	24	-11	6
45	Cc1ccc(S(=O)(=O)NCc2ccc(C(=O)NC3CCCCC3)cc2)cc1	-8	-6	0	4	-1	25	-1.3	-2	-25	0
46	COc1ccc(Cc2nc3ccccc3n2CC(=O)N/N=C/c2ccc(C)cc2O)cc1OC	8	1	5	-8	2	61	1.2	-2	-61	10
47	CC(=O)C1C(=O)c2c(cccc2[N+](=O)[O-])C1=Nc1ccc(S(N)(=O)=O)cc1 (configuration not stated)	8	-3	10	1	4	1	-1.1	6	-1	-6
48	CC(=O)Nc1cc2c(nc1C)nc(C)n2Cc1ccc(Br)cc1	-6	-14	2	-4	.	-2	0.7	5	2	-9
49	CC(C)[C@H](NC(=O)C1CCCC1)c1nc2ccccc2[nH]1	-5	-8	-1	-2	11	-7	0.5	-3	7	-4
50	O=C(O)Cc1ccc(NC(=O)COc2ccc3ccccc3c2)cc1	0	-2	1	-2	4	7	0.9	-11	-7	-6
51	COc1ccc(NC(=O)CSc2nccn2Cc2ccco2)c(OC)c1	2	-5	2	0	5	-18	-1.6	4	18	9
52	COc1ccc(C2(c3ccc(OC)cc3)NC(=O)N(CC(=O)Nc3ccccc3)C2=O)cc1	-16	-17	-1	-1	-2	.	1.2	5	.	-2
53	O=C(CCl)Nc1cc(SCC(O)CO)cc([N+](=O)[O-])c1 (configuration not stated)	-5	3	0	1	-2	17	-0.2	29	-17	1
54	CCCCNC(=O)C1CCN(C(=O)Nc2ccc(C)cc2)CC1	2	9	-3	-4	.	-9	0.7	-2	9	-6
55	COc1ccc(CSc2nnc(C)n2N)cc1	-5	-8	-6	3	-3	3	0.0	3	-3	-2
56	COCCN1CC(C(=O)N2CCC(Oc3ccccc3OC)CC2)CCC1=O (configuration not stated)	-6	-5	-1	-2	-3	-10	-1.1	-7	10	-3
57	CCOc1ccc(OCCC(=O)OCC(=O)Nc2ccc(Cl)cn2)cc1	-9	-12	-2	-2	-3	-16	-0.6	11	16	0

Compound activity (PubChem)
